Source: PubChem BioAssay (Broad Institute)
CASP6 VEID inh – blocks human caspase-6 cleavage activity; P55212; purified caspase-6, Z-VEID-R110 cleavage fluorescence; inhibition, % at 12.5 µM; 0.53% of 350,000 active;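 active = mean inhibition across replicates at least about 35%, with every replicate also reaching that limit, limit read from the data; inconclusive = only one of the two criteria met; inactive = neither criterion met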;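 also: 0% = median of neutral control wells and 100% = no fluorescence left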
Target sequence (P55212 24-179 limits assumed): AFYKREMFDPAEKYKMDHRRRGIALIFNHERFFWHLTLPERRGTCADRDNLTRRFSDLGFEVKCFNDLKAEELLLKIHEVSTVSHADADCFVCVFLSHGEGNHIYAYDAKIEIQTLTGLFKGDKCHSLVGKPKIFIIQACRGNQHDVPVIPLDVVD
Target sequence (P55212 194-293 limits assumed): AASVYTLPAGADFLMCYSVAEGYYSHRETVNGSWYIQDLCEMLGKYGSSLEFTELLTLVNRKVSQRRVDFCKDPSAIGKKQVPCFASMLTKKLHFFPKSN
miR-122 sensor – blocks miR-122 activity in Huh7 sensor cells; AID 602342; Huh7 miR-122 Renilla luciferase sensor, 48 h; neutral wells = 0, positive control = 100; 0.3% of 340,000 active; activation (reporter increase), % at 12.5 µM;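 active = mean replicate activation score at least 90 and every replicate individually at or above 90; inconclusive = only one of the two criteria met; inactive = neither criterion met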;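 also: higher luciferase means less miR-122 activity so hits act as miR-122 inhibitors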
DENV2 CPE – DENV2-induced cell death inhibition; DENV2-infected cells, cytopathic effect rescue, plate reader; CPE inhibition, % at 9.99 µM; 1.7% of 350,000 active; AID 651640; in the data active = CPE inhibition above about 20%, passing the limit was not always enough; inconclusive = no clear call, values can overlap the other calls; tested in BHK-21 cells;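 also: 0% = median of neutral control wells and 100% = median of positive control wells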
ERp5 block – blocks human ERp5 reductase activity on insulin. inhibition, % at 9.99 µM. 0.05% of 350,000 active. ERp5 insulin aggregation, absorbance 650 nm, 90 min;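 active = mean replicate inhibition above about 25%, with every replicate also reaching it, limit read from the data, passing the limit was not always enough; inconclusive = only one of those two criteria met; inactive = neither criterion met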
Target sequence (Q15084 whole entry, looked up): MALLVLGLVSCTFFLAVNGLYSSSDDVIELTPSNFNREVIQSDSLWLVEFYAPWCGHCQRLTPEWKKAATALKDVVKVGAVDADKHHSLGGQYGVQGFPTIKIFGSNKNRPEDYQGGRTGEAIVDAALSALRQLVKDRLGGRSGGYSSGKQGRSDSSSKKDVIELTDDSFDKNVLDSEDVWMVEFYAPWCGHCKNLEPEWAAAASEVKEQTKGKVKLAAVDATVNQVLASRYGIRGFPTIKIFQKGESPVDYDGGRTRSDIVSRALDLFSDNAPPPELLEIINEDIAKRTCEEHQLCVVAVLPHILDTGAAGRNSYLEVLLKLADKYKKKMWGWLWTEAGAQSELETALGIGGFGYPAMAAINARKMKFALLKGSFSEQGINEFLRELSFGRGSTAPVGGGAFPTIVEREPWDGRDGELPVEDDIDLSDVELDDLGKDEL
ERAP1 inh – ERAP1 (human) enzyme inhibition; Q9NZ08; recombinant ERAP1, Leu-AMC fluorescence, 60 min; inhibition, % at 10.7 µM; 0.15% of 340,000 active;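 active = mean replicate inhibition of at least 30%, or all replicates individually reaching that 30% level; inactive = mean below 30% and not every replicate reaching it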;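 also: 0% = neutral control wells and 100% = L-leucinethiol positive control wells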
SIRT5 block – sirtuin-5 (human) deacylase inhibition; Q9NXA8; Purified SirT5, succinyl-peptide AMC, trypsin-coupled fluorescence; inhibition, % at 15 µM; 1.1% of 330,000 active; in the data active = inhibition above about 15%; inconclusive = no clear call, values can overlap the other calls
Target sequence (Q9NXA8 whole entry, looked up): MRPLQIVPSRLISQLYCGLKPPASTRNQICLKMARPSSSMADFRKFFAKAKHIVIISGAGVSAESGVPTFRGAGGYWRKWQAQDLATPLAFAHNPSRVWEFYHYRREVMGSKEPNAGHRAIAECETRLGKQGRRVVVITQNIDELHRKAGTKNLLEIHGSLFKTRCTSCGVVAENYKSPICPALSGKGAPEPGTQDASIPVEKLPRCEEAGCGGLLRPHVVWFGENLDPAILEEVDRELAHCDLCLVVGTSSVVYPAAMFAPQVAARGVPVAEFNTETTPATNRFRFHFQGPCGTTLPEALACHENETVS
F508del corr – CFTR F508del correction in bronchial cells; CFBE cells, YFP halide quenching; stimulated with forskolin plus potentiator P3; % fluorescence drop versus neutral controls; activity (quench increase), % at 7.58 µM; 0.36% of 350,000 active;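 active = mean added fluorescence quench of at least 8% versus neutral control, with both replicates also reaching 8%; inconclusive = only one of the mean or replicate conditions met; inactive = mean below 8% and not both replicates reaching 8%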;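 also: cells transiently co-express mutant CFTR-F508del with the halide-sensitive YFP; corrector assay measuring rescue of mutant channel to the surface after 24 h compound exposure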
* marks the source's active call; other numbers are inactive results; ? = inconclusive; / = not tested or not shown; & = joins results of further samples; [ ] = another dose, or the depositor's remark.

SMILES	CASP6 VEID inh	miR-122 sensor	DENV2 CPE	ERp5 block	ERAP1 inh	SIRT5 block	F508del corr
COCC(=O)Nc1ccc2c(c1)OC[C@H](C)N(CC1CC1)C[C@H](C)[C@@H](OC)CN(C)C2=O	-4	/	10	-5	1	-3	0.1
C[C@@H]1CN([C@@H](C)CO)C(=O)c2cc(NS(=O)(=O)c3cn(C)cn3)ccc2O[C@H]1CN(C)Cc1ccc(C(=O)Nc2ccccc2N)cc1	3	-5[16.7 µM]	-11	-1	7	7	-2.6
O=C(C1CCN(Cc2ccccc2O)CC1)N1CCN(Cc2ccc3c(c2)OCO3)CC1	-6	1	10	-9	-1	-17	0.2
CCn1ncc(CN2CCCC(C(=O)Nc3cccc(-c4cc5ccccc5[nH]4)c3)C2)c1C (stereo not drawn)	0	-16	-9	-8	-2	-2	-2.1
CN(C)C(=S)NC(C)(C)C	5	/	4	5	1	0	/
O=C(CN1C(=O)C2CC=CCC2C1=O)Nc1nnc(C2CC2)s1 (stereo not drawn)	3	-9	0	-6	0	0	-0.6
CCCN1C[C@@H](C)[C@@H](OC)CN(C)C(=O)c2cc(NC(=O)c3ccc(F)cc3)ccc2OC[C@H]1C	0	16[16.7 µM]	10	1	-2	1	-2.2
CCCc1nnc(NC(=O)CCC(=O)N2CCN(Cc3ccc(OC)c(F)c3)CC2)s1	1	-3	5	/	-3	-9	-1.4
CCOC(=O)/C(N=Nc1ccc2c(c1)OCO2)=C(\C)O	1	/	7	2	6	2	-3.4
COc1ccc(C(C(=O)NC2CCCC2)N(C(=O)c2ccco2)c2cccc(C(C)=O)c2)cc1OC (stereo not drawn)	2	3	1	1	2	-1	-0.6
C[C@@H](O)C#Cc1ccc([C@H]2[C@H]3CN(S(=O)(=O)Cc4ccccc4)CCCCN3[C@H]2CO)cc1	-1	5[16.7 µM]	-11	-1	1	-2	-1.7
CNC[C@H]1Oc2ccc(NC(=O)c3ccncc3)cc2CC(=O)N([C@H](C)CO)C[C@@H]1C	0	2[16.7 µM]	64*	-3	-2	2	3.4
FC(F)(F)c1nc2ccccc2c2nc3ccccc3n12	1	/	1	2	0	-3	/
CC/C(=N\NC(=O)c1ccc(Br)cc1)c1ccccc1	1	/	6	-49	0	-1	-4.7
CC(=O)NC[C@@H]1[C@H](c2ccc(C3=CCCCC3)cc2)[C@H](CO)N1C(=O)NC(C)C	/	-14[16.7 µM]	9	/	/	/	1.5
COc1ccc(CN(C)C[C@@H]2Oc3ccc(NS(=O)(=O)c4ccc(Cl)cc4)cc3CC(=O)N([C@@H](C)CO)C[C@@H]2C)cc1	-2	-1[16.7 µM]	-7	7	-2	-1	2.6
Cc1ccc(/C=N/N2CCCCC2)o1	1	/	-3	-1	-1	-5	-0.9
CO[C@@H]1CN(C)C(=O)c2ccc(NC(=O)c3ccccc3)cc2OC[C@@H](C)N(C(C)=O)C[C@H]1C	1	4[16.7 µM]	4	-6	-2	-3	-0.4
O=C(NCCN1CCOCC1)c1ccccc1N1C(=O)[C@@H]2Cc3c([nH]c4ccccc34)C(c3ccc(F)cc3)N2C1=O (stereo partly drawn)	2	-2	?	3	-7	/	-2.6
C[C@H]1CN([C@@H](C)CO)C(=O)c2cc(NS(=O)(=O)c3cccs3)ccc2O[C@H]1CN(C)CC1CC1	0	-10[16.7 µM]	-1	-4	-1	-1	-0.4
CSCCC(NC(=O)c1ccccc1)C(=O)Nc1ccncc1 (stereo not drawn)	-2	-6	-2	6	1	0	2.7
COc1ccc(C(CC(=O)N2CCCCC2)c2c(O)cc(OC)cc2OC)cc1 (stereo not drawn)	0	-5	2	3	-4	-2	3.0
CCC(=O)N(C)C[C@@H]1[C@H](c2ccc(C3=CCCCC3)cc2)[C@H](CO)N1C(=O)CC	/	-7[16.7 µM]	-12	/	/	/	2.6
CC(=O)N1CCc2c(sc(NC(=O)c3ccc4c(c3)OCCO4)c2C#N)C1	8	10	-11	3	6	2	10*
COc1ccc2cc(C=O)n(C)c2c1	-6	-4	-10	2	5	-3	2.6
Cc1ccc(OCCN(C)C(=O)C2CCC(=O)N(CC3CCCCC3)C2)cc1 (stereo not drawn)	2	/	5	-16	2	-1	-0.6
O=C(NCCc1ccccc1)C1CCCN1S(=O)(=O)c1ccc(Cl)cc1 (stereo not drawn)	0	-3	9	-6	-3	-5	5.0
C[C@@H]1CN([C@H](C)CO)S(=O)(=O)c2ccc(C#CC3CC3)cc2O[C@@H]1CN(C)Cc1ccccc1	-1	38[16.7 µM]	-5	-3	-3	-1	2.0
COc1ccccc1NC(=O)N[C@H]1CC[C@H](CCn2cc(-c3cccnc3)nn2)O[C@@H]1CO	3	-17[16.7 µM]	7	2	-2	1	-0.4
O=c1c2c3c(sc2ncn1/N=C/c1cccnc1)CCCC3	-3	-1	2	-4	4	0	-4.7

Quoted at random: 3 records from the list.
SMILES	CASP6 VEID inh	miR-122 sensor	DENV2 CPE	ERp5 block	ERAP1 inh	SIRT5 block	F508del corr
COc1ccc2cc(C=O)n(C)c2c1	-6	-4	-10	2	5	-3	2.6
O=c1c2c3c(sc2ncn1/N=C/c1cccnc1)CCCC3	-3	-1	2	-4	4	0	-4.7
Cc1ccc(OCCN(C)C(=O)C2CCC(=O)N(CC3CCCCC3)C2)cc1 (stereo not drawn)	2	/	5	-16	2	-1	-0.6

(continued)
SMILES	CASP6 VEID inh	miR-122 sensor	DENV2 CPE	ERp5 block	ERAP1 inh	SIRT5 block	F508del corr
COC(=O)C1=C(C)N(Cc2ccccc2C(F)(F)F)C(=NCc2ccc3c(c2)OCO3)NC1c1ccc(C(F)(F)F)cc1 (stereo not drawn)	-4	/	-6	2	2	0	3.6
CO[C@H]1CN(C)C(=O)c2ccc(NC(=O)C3CC3)cc2OC[C@@H](C)N(C)C[C@@H]1C	1	/	-10	-9	-4	1	-1.6
CN(Cc1ccccc1)S(=O)(=O)c1ccc(NC(=S)NC(=O)C(C)(C)C)cc1	0	5	-1	8	0	-2	1.7
CCCCCc1c(O)nc(SCCN2CCOCC2)[nH]c1=O	-2	/	-1	-6	2	-2	-0.2
Cc1csc2c(=O)n(CCO)c(=O)[nH]c12	1	-3	?	-8	4	-4	-1.4
C/C(=N\NC(=O)CN1CCCCC1)c1ccccc1O	-10	10	-4	-2	7	-1	2.0
CC1(C(=O)Nc2ccc3c(c2)OCCO3)CCN1C(=O)C1(c2ccc(Cl)cc2)CCC1 (stereo not drawn)	1	-4	-8	1	1	/	-1.7
O=C(NOCc1ccccc1)c1ccc([N+](=O)[O-])cc1	0	-5	-1	7	2	-3	-1.0
O=C(CN1CCOCC1)N[C@@H]1CC[C@@H](CCNC(=O)C2CCC2)O[C@@H]1CO	0	43[16.7 µM]	-3	-2	-6	3	1.8
CCS(=O)(=O)N[C@H]1C=C[C@H](CC(=O)N2CCCCC2)O[C@H]1CO	11	-18[16.7 µM]	-3	1	1	-1	0.6
CC(C)CC#Cc1cnc2c(c1)C(=O)N([C@H](C)CO)C[C@H](C)[C@@H](CN(C)C(=O)c1ccccc1)O2	0	7[16.7 µM]	10	-1	0	/	-5.5
COC(=O)C1C(c2ccc(OC)c(OC)c2)NC(c2ccc(OC)c(OC)c2)C(C(=O)OC)S1(=O)=O (stereo not drawn)	0	/	-1	3	-1	2	-2.5
CCC(C(=O)N1CCOCC1)n1nc(C)c2sc3ccccc3c2c1=O (stereo not drawn)	0	-5	8	9	-6	30*	0.4
CCCC1(C)C(C#N)C(=O)NC(=O)C1C#N (stereo not drawn)	0	/	11	-4	3	-2	-2.0
COc1ccc(-c2nc(NC(=O)CCNC(=O)c3ccco3)sc2C)cc1	7	-8	-2	-4	3	1	-1.1
COc1ccc(S(=O)(=O)Nc2ccc3c(c2)CC(=O)N([C@H](C)CO)C[C@H](C)[C@H](CN(C)S(=O)(=O)c2ccc(C)cc2)O3)cc1	/	24[16.7 µM]	-2	-10	2	2	0.2
Cc1ccc(-c2cc(Cc3ccncc3)c(=O)[nH]n2)cc1	0	-2	-5	2	0	-4	-1.3
C[C@H](CO)N1C[C@H](C)[C@@H](CN(C)S(=O)(=O)c2cccs2)Oc2c(NS(=O)(=O)c3ccccc3)cccc2C1=O	1&1	-4	7&-12	-2&7	-1	1	-3.0&-3.9
COc1ccc(CCn2c(-c3cccc([N+](=O)[O-])c3)nc3nc4ccccc4nc32)cc1	-2	/	4	0	-1	1	-5.1
CCCCC(CC)C(=O)O (stereo not drawn)	-1	0	6	-5	-3	0	0.3
CC(=O)Oc1ccc(C(=O)NC(C)CCc2ccccc2)cc1 (stereo not drawn)	2	0	2	-1	-2	-2	3.6
CCCOc1ccc(C(=O)Nc2cc(S(=O)(=O)N3CCOCC3)ccc2N2CCOCC2)cc1	-4	8	3	-1	-1	-1	-0.4
CCNC(=O)[C@H]1[C@H](CO)[C@H]2Cn3c(cccc3=O)[C@@H]1N2CCC(F)(F)F	4	-6[16.7 µM]	-8	6	0	-1	-1.2
CCN(CC(=O)Nc1ccc(OC)cc1)CC(=O)Nc1ccc2c(c1)OCO2	-3	-8	?	19	1	0	3.8
CCCCN(C(=O)c1ccc2c(c1)NC(=O)CS2)c1ccccc1	3	-2	94*	-4	-4	-5	0.8
CC(C)Cn1c(SCC(=O)Nc2ccc(Cl)cc2F)nc(O)cc1=O	-1	2	-5	2	1	/	-0.3
CCNC(=O)COC(=O)/C=C/c1c(C)nn(Cc2cccc(OC)c2)c1Cl	-3	-1	-4	-4	-2	-3	2.5
Cc1ccc(S(=O)(=O)N2CCN(C(=S)NCC3CCCO3)CC2)cc1 (stereo not drawn)	0	9	-4	2	-8	4	-2.8
Cc1ccc(OCc2cc(C(=O)N3CCc4sccc4C3)no2)cc1C	2	0	0	7	-1	-6	2.2
O=C(NC(=S)NNC(=O)c1cccs1)c1ccc(Br)o1	0	/	9	-2	13	5	2.2
C[C@@H]1CN([C@H](C)CO)S(=O)(=O)c2ccc(-c3ccncc3)cc2O[C@H]1CN(C)S(=O)(=O)c1ccccc1F	-2	-11[16.7 µM]	?	-3	3	6	-1.5
Cc1cnc(NC(=O)c2ccc(-c3ccc([N+](=O)[O-])cc3)o2)s1	0	-7	-4	0	-3	1	-1.6
O=C(NC1CCCCCC1)C1CCN(C(=O)c2ccc(Cl)cc2)CC1	-1	-6	4	-3	-1	-2	0.4
COc1ccc(C(CNC(=O)COc2c(C)cc(C)cc2C)N2CCOCC2)cc1 (stereo not drawn)	-112	/	-1	-1	-2	-1	2.0
CO[C@@H]1CN(C)C(=O)c2cc(NC(=O)Nc3cccc(F)c3)ccc2OC[C@@H](C)N(C(=O)Nc2cccc(F)c2)C[C@H]1C	-1	-8[16.7 µM]	-6	-4	-5	8	-1.2
O=C(CSc1ccc(-c2cccs2)nn1)c1cccs1	0	/	/	-1	1	-4	1.4
Cc1ccc(-c2cnc3c(c2)C(=O)N([C@@H](C)CO)C[C@@H](C)[C@H](CN(C)C(=O)c2ccccc2)O3)cc1	0	7[16.7 µM]	2	-3	3	-5	0.8
CN(C)C(=O)c1cccc(-c2ccc([C@@H]3[C@@H](CO)N4CCCCN(Cc5cccnc5)C[C@@H]34)cc2)c1	0	-11[16.7 µM]	-9	2	-1	0	0.1
CNS(=O)(=O)c1cccc(C(=O)OCC(=O)c2c(N)n(Cc3ccccc3)c(=O)n(C)c2=O)c1	2	/	-5	9	-1	0	0.0
COc1cc(C)cc2c1OC(c1ccccc1)CC2=O (stereo not drawn)	0	3	-2	-2	1	-1	-2.6
Fc1cccc(/C=N/Nc2ccc3ccccc3n2)c1	0	1	?	-8	1	-1	-0.7
CCc1cc(C(=O)N/N=C/c2ccc(O)cc2O)c2ccccc2n1	-5	11	-4	-5	-7	4	?
Cc1cc(OCC(=O)NCc2cccnc2)c2c(C)cc(=O)oc2c1	0	2	-1	-24	0	-7	1.5
CCn1c(CC(=O)Nc2ccccc2)nnc1SCc1nc2ccccc2c(=O)[nH]1	-3	5	-1	2	-1	4	-3.0
Cc1ccc(S(=O)(=O)Oc2ccccc2/C=C2\SC(=O)NC2=O)cc1	2	/	8	-9	1	2	2.3
